TNAP act hi DEA: TNAP (human) activation, high acceptor | activation factor at 20 µM | purified TNAP, CDP-star luminescence, 1 M DEA, 30 min; active compounds read high; 0 = EDTA background, 1 = DMSO-only activity | AID 1136 | 200,000 tested, under 10 active | P05186;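 active = activation factor at least 2 at 20 µM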
Target sequence (P05186 whole entry, looked up): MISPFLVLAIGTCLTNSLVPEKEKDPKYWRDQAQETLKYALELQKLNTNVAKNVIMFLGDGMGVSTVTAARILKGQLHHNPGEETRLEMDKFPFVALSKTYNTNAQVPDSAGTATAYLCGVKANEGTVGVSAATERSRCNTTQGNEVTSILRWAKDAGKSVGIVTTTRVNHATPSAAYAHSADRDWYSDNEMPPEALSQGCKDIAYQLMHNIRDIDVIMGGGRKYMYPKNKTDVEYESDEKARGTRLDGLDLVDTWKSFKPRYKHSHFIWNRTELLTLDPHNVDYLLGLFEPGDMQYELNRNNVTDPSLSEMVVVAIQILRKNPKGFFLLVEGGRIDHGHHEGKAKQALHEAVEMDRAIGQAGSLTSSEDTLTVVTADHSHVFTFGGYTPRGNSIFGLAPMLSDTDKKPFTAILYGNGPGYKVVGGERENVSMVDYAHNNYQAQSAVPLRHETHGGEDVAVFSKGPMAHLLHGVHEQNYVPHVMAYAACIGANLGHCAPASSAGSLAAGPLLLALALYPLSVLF
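Test system – human TNAP · Doses – 20 µM single point · Incubation – 30 min, room temperature · Signal – luminescent substrate turnover signal · Read-out basis – activation factor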
FLuc act counter: firefly luciferase counter-screen for stimulation assays; P08659; AID 1027; activation factor at 10 µM; ATPlite luciferase biochemical, luminescence, 10 min; 0 = ATP-free wells, 1 = DMSO control; 200,000 tested, under 10 active;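 active = luciferase activation factor, scaled between plate controls, of at least 2 with compound at 10 µM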
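Material: luciferase plus luciferin reagent, cell-free. Medium: PBS buffer for ATP. Also added: ATP substrate, dispensed from a 10.24 µM working solution in PBS. Doses: test compounds dosed from 2 mM stocks in 100% DMSO. Incubation: 10 min post-reagent at room temperature. Technique: light output (luminescence). Read-out basis: luminescence gain marking luciferase activators.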
Efa HMGR inh: E. faecalis class II HMG-CoA reductase inhibition; purified E. faecalis HMGR, NADPH absorbance 340 nm kinetic; inhibition, % at 10 µM; 190,000 tested, 0.41% active; AID 1066;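 active = inhibition above a set limit, the median over all tested compounds plus 3 SD, cut at about 9.5% in these data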;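 note: enzyme runs in reverse so mevalonate oxidation gives rising NADPH absorbance; 0% = complete reaction with DMSO and 100% = background rate lacking mevalonate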
G6PDH CS: inhibits Leuconostoc G6PDH, flagging false hits in G6PDH-based assays | AID 1020 | inhibition, % at 5 µM | 200,000 tested, 0.12% active | Purified L. mesenteroides G6PDH, diaphorase/resazurin coupled fluorescence, 45 min; in the data active = inhibition above about 50%
TNAP inh no acc: inhibitors of human TNAP without phosphate acceptor; AID 1012; inhibition, % at 20 µM; purified TNAP, CDP-star luminescence, 30 min; P05186; 200,000 tested, 0.26% active;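 active = tissue-nonspecific alkaline phosphatase inhibition above about 50% at 20 µM in the single-dose screen, limit read from the data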;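 note: 0% = DMSO negative control and 100% = EDTA positive control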
TNAP inh hiacc: TNAP (human) inhibition, high acceptor; 200,000 tested, 0.03% active; purified TNAP, CDP-star luminescence, 1 M DEA; AID 1135; inhibition, % at 20 µM;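 active = over 50% inhibition of tissue-nonspecific alkaline phosphatase at 20 µM in the single-dose screen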;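 note: plate controls were DMSO wells for no effect and EDTA-quenched wells as full inhibition for full effect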
Diaph act CS: diaphorase activation or chemical reduction counter-screen; activation factor at 20 µM; Diaphorase/resazurin coupled assay, resorufin fluorescence, 16 min; active compounds read high; 1 = vehicle wells, 0 = NADH-free wells; 190,000 tested, 0.005% active;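 active = diaphorase activity raised at least twofold by the compound at 20 µM; inactive = activation factor below 2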
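Assay system: Purified diaphorase enzyme from Clostridium kluyveri | Amount: Enzyme 0.07 U/mL final | Dosing: Compound 20 µM once, DMSO 1% | Timing: 16 min reaction at room temperature | Detection: Fluorescence, excitation 544 nm and emission 590 nm | Evaluation: Higher resorufin formation from activation or reduction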
PMI act hi M6P: PMI (human) activation, high substrate; P34949; coupled PMI enzyme assay, resazurin fluorescence, 20 min; active compounds read high; 1 = untreated enzyme, 0 = substrate-free blank; activation factor at 20 µM; 190,000 tested, 0.34% active; AID 1216;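 active = activation factor of 2 or more at 20 µM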
Target sequence (P34949 whole entry, looked up): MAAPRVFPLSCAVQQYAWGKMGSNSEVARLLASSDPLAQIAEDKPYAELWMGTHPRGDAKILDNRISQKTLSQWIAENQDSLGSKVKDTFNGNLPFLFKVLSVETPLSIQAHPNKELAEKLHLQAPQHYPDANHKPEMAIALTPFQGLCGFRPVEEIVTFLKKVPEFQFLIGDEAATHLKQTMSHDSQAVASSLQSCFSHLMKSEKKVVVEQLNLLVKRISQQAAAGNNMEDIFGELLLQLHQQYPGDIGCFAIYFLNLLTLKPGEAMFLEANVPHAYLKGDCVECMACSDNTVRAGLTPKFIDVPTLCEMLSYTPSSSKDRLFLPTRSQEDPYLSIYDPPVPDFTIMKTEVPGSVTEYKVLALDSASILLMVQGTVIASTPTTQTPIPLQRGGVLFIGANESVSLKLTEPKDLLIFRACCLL
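Test system: human phosphomannose isomerase with PGI, G6PDH, diaphorase coupling enzymes; Amount: PMI at 15 ng/mL final; Reagent: Mannose-6-phosphate 1.0 mM (near-saturating) plus 0.22 mM NADP+; Timing: 20 min, room temperature; Technique: resorufin fluorescence at Ex 544/Em 590 nm; Dosing: 20 µM single dose.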
Diaphorase inh: counter-screen for diaphorase-based assays: diaphorase inhibitors and chemical oxidizers | diaphorase resazurin-to-resorufin fluorescence, NADH, 16 min; bacterial (C. kluyveri) enzyme, not human | inhibition, % at 20 µM | 190,000 tested, 0.69% active | AID 1217;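 active = primary screen inhibition at 20 µM above a set limit, cut at about 50% in these data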;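 note: plate controls were DMSO with full reaction for no effect and wells lacking NADH for full effect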
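Test system: Clostridium kluyveri diaphorase enzyme / Quantity: diaphorase at 0.14 U/mL in enzyme working solution / Incubation: 16-min room-temperature incubation before reading / Benchmarks: NADH-free wells as positive control, DMSO-only neutral wells / Signal: resorufin fluorescence 544/590 nm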
PMI act: increases human mannose-6-phosphate isomerase activity; purified human PMI, coupled resazurin fluorescence, 20 min; active compounds read high; 1 = vehicle control, 0 substrate-free wells; activation factor at 20 µM; 190,000 tested, 0.005% active; AID 1214;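 active = activation factor of 2 or more at 20 µM, relative to plate controls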
An asterisk follows results filed as active; · = no result given.

SMILES	TNAP act hi DEA	FLuc act counter	Efa HMGR inh	G6PDH CS	TNAP inh no acc	TNAP inh hiacc	Diaph act CS	PMI act hi M6P	Diaphorase inh	PMI act
CC(=O)Nc1ccc(S(=O)(=O)NNC2=NS(=O)(=O)c3ccccc32)cc1	1	1.1	4.4	6.9	-2.9	1.5	0.8	1	24.0	1
COc1ccc2[nH]c(=O)c(CNc3ccc(C)c(C)c3)cc2c1	1	1.1	1.7	24.2	8.3	-1.0	0.7	0.5	27.3	0.8
CCCCn1c(N)c(NCCC)c(=O)[nH]c1=O	1	1.1	1.1	5.5	1.1	-2.4	1	0.9	-2.2	0.9
Cc1onc(-c2ccccc2)c1C(=O)NC(C)C1CCCO1 (configuration not stated)	1	1.1	1.4	-0.2	-4.6	0.3	0.9	1	10.4	0.9
CCn1c(SCC(=O)N/N=C/c2cc(OC)c(OC)c(OC)c2)nc2ccccc21	1	1	-0.5	6.8	-16.2	2.8	0.9	1	8.5	0.9
O=c1[nH]n2c(C(F)(F)F)cc(C3CC3)nc2c1N=Nc1ccccc1	0.8	1	-4.6	-1.8	13.3	17.5	0.7	0.9	29.4	0.9
CC1=NN(C(=O)c2ccccc2Br)C(O)(c2cccnc2)C1 (configuration not stated)	1	1.1	0.9	-5.4	-7.9	-0.9	0.9	1	7.1	1.1
CC(=O)N1[C@H](C)C=C[C@]1(Cc1ccccc1)C(=O)O	1	1	-3.7	16.2	-7.3	-2.6	0.9	0.9	8.8	1
COCC(C)NC(=O)Cc1ccc(Cl)cc1 (configuration not stated)	1	1	0.1	7.4	-7.3	-1.8	0.9	1	11.1	0.9
Cn1cc(/C(Cc2ccccc2)=N\O)c2ccccc21	1.1	1.1	0.1	5.1	-9.4	-6.1	0.9	1	11.1	1
CC(Sc1ccccc1)C(=O)N(CCC#N)Cc1cccnc1 (configuration not stated)	1	1.1	0.9	1.0	-16.9	-0.1	0.9	1	13.0	1.1
O=C(/C=C/c1ccccc1)c1ccccc1O	1	0.9	-6.8	8.3	-7.0	-2.1	0.9	1	9.7	1
Cc1cc(C(F)F)n2ncc(C(=O)NCCc3ccccc3Cl)c2n1	1.1	1	-9.4	-1.3	-10.5	-10.7	0.7	1	25.5	1
CC(C)(C)C(=O)c1sc(Nc2ccccc2)nc1N	1	0.6	-5.9	-6.4	-2.3	0.2	0.7	0.8	25.3	0.8
O=C(Cc1ccccc1Cl)NCCCn1ccnc1	1	1.1	-4.7	-9.8	5.5	-4.6	0.9	1.1	11.4	1
COc1ccc(CNC(=O)c2cnccn2)cc1	1	1	-0.3	2.4	-10.3	-3.6	1.1	1	-5.1	1
O=C1CSC(=Nc2cc(Cl)ccc2Cl)N1	1	1	-2.1	1.5	2.1	1.4	0.9	0.9	11.0	0.8
Cc1ccc(S(=O)(=O)NCCCCCC(=O)Nc2c(C)n(C)n(-c3ccccc3)c2=O)cc1	1	1.1	-2.4	7.9	5.4	-3.6	1	1	-1.0	1.1
CNS(=O)(=O)c1ccc(NC(=O)c2cncc(Br)c2)cc1	1.1	1.1	2.5	4.7	-8.6	-7.1	1	1.1	3.4	1.1
COc1ccc(/C(C)=N/NC(=O)CNC(=O)c2cccs2)cc1OC	1	0.8	-0.1	5.0	-14.0	-4.2	0.8	0.9	20.0	1
CCn1nc(C)c(CN2CCc3c([nH]c4ccccc34)C2C(C)(C)C)c1C (configuration not stated)	1	1	-0.5	19.0	-4.2	-4.0	0.8	0.8	21.0	0.8
COc1ccc(-n2c(CNC(=O)c3cc(OC)c(OC)c(OC)c3)n[nH]c2=S)cc1	1	1	-6.5	1.5	1.1	0.6	0.9	1	10.0	1
Cc1ccc2oc(-c3ccc(NC(=O)c4ccc5c(c4)OCO5)cc3)nc2c1	1	1	1.5	3.2	-9.7	0.4	1.1	1.1	-8.7	1.1
Nc1cccc(S(=O)(=O)Nc2ccccc2)c1	1	1.1	-1.5	6.4	-6.4	-2.2	0.9	1	7.7	0.9
COc1ccc(OCc2nc(N)nc(Nc3ccccc3OC)n2)cc1	1	1	-3.4	2.8	-3.6	-3.0	1	0.9	2.0	0.9
CC(C)C(c1nnnn1C1CCCC1)N1CCN(c2ccccc2F)CC1 (configuration not stated)	1.1	1	-5.4	13.0	-13.1	-8.5	0.8	0.9	18.5	0.9
COc1ccc(NC(=S)NCc2ccco2)cc1	1.1	1	1.7	1.7	-12.7	-5.5	0.9	1	9.7	1
O=C(COC(=O)COc1ccc(Cl)cc1)NC1CCCCC1	1	1.1	-2.4	5.1	-11.3	-0.4	1	1.1	4.9	1
O=C(OCc1cncs1)c1ccccc1Cl	1	1	3.6	-2.3	-2.2	-0.3	1	1	2.8	1
CCOc1cc(N2CCOCC2)c(OCC)cc1NC(=O)C(NC(=O)c1ccco1)C(C)C (configuration not stated)	1	1	-2.0	3.9	-4.3	-1.2	0.7	0.7	29.5	0.8
COc1ccc(-c2nc3ccc(C)cn3c2NCc2ccc3c(c2)OCO3)cc1	1.1	0.9	1.1	7.2	-209.0	-5.8	·	·	·	·
CCc1nc2ccccc2n1Cc1ccccc1OC	1.1	1	0.0	4.9	3.0	-12.1	1.1	1.1	-6.3	1.1
COc1ccc(S(=O)(=O)CCC(=O)NCCc2ccc(S(N)(=O)=O)cc2)cc1	1	1	-1.0	3.7	-1.3	1.9	0.9	0.9	14.7	0.8
CCN(Cc1ccccc1)C(=O)c1ccc(SC)cc1OC	1	1.1	·	4.2	-7.7	-1.3	0.8	1	15.6	1
O=C(CSCc1ccc([N+](=O)[O-])cc1)Nc1cccc(C(=O)Nc2ccccc2C(=O)O)c1	1.1	1	-7.7	2.1	-8.1	-5.5	0.7	0.9	33.3	0.9
Fc1ccccc1NC(=S)Nc1ccc(CN2CCOCC2)cc1	1.1	1	5.4	12.5	-6.5	-6.2	1.1	1	-6.4	1
O=C(O)c1cccc(Cn2c(Cl)c(/C=N/NC(=O)c3ccccc3Cl)sc2=O)c1	1	1	·	3.2	-9.7	-4.0	1	0.9	-2.7	0.9
O=C(Cn1nc(CNc2ccc(Cl)cc2)[n+]2c1CCCCC2)c1ccc(Br)cc1	1	1.1	0.6	-12.5	-4.7	-3.1	1	0.9	2.6	0.9
CCNC(=O)NC(=O)C(C)Sc1nnc(COc2ccccc2Cl)o1 (configuration not stated)	1.1	1	-1.9	1.6	-16.7	-10.3	0.8	0.9	15.4	0.9
CCOc1ccccc1NC(=O)CCS(=O)(=O)c1ccc(OC)cc1	1.1	1	-3.5	7.4	-15.3	-6.2	0.9	1	12.5	0.9
O=C(COC(=O)c1ccccc1C(=O)N1CCN(c2ccccc2)CC1)NCc1ccccc1	1	1.1	-6.1	7.1	-7.2	-4.0	0.9	1	10.5	0.9
Cc1ccc(NC(=O)c2cc(-c3ccccc3)nn2-c2ccccc2)cc1	1	1.1	3.2	-0.9	-16.4	-3.6	0.8	0.9	21.3	0.8
CCCCn1nnnc1SCC(=O)Nc1sc2c(c1C#N)CCCC2	1	1.1	-5.6	1.5	-7.6	2.0	0.8	0.9	19.2	1
Cc1ccc(Oc2cc([N+](=O)[O-])cc3c2C(=O)Nc2ccccc2O3)cc1	1	1	-5.2	-20.0	-6.3	0.7	0.8	1	16.6	0.9
CCCCn1c(=O)c(C(=O)c2ccccc2)nc2ccccc21	1	1.1	-7.2	2.4	-5.0	-3.2	0.8	0.9	16.3	0.9
COc1ccccc1OCCNc1cc(N2CCCCC2)ccc1[N+](=O)[O-]	0.9	1	-10.6	-13.5	25.2	11.5	0.8	1	15.4	0.9
Cc1ccc(/C=C(\NC(=O)c2ccccc2)C(=O)NCC2CCCO2)o1 (configuration not stated)	1	1	1.4	6.3	-12.4	-4.9	0.8	0.8	16.5	1
NS(=O)(=O)c1ccc(CNC(=O)c2csc3c2CCCC3)cc1	1	1.1	-1.9	0.2	-13.8	-2.9	0.2	0.9	84.9*	1
CCSCc1nnc(SCC(=O)Nc2nc(C)cs2)n1C	1	1.1	-1.2	6.3	-1.3	-4.0	1.1	1	-5.2	1
CN(c1ccccc1)S(=O)(=O)c1ccc(NC(=O)c2ccc(-c3ccccc3)cc2)cc1	1	1.1	0.6	7.2	-7.1	0.3	0.9	0.9	13.8	0.9
N#C/C(=C\c1ccc(N2CCCCC2)c([N+](=O)[O-])c1)c1nn(-c2ccccc2)c(N)c1C#N	0.9	1	-0.3	-20.9	9.1	7.0	0.8	0.9	20.3	0.8
Cc1ccc(CNC(=O)CCNC(=O)c2ccc(Br)o2)cc1	1.1	1.1	-1.6	6.2	-14.2	-6.8	0.9	1	10.6	1
COc1cccc(C2SCC(=O)N2c2ccc(C)cc2)c1OC (configuration not stated)	1	1	-4.3	-5.6	-18.6	-1.9	0.9	1.1	6.1	0.9
C/C(=N\c1nc2ccccc2n1C)c1cc(Cl)ccc1O	1	1.1	-6.8	6.6	-6.9	-4.2	1	1	-4.3	1
O=C(Oc1ccc(-c2ccccc2)cc1)N1CCOCC1	1	1	-2.2	-0.2	-8.2	-1.3	0.8	0.9	19.4	0.8
COc1ccccc1NC(=O)CN(C)S(=O)(=O)c1cc(C)ccc1OC	1	1.1	-1.2	3.2	-0.6	-4.9	0.9	0.9	14.4	1
COc1ccc(-c2cn(-c3ccc(C)cc3C)c(=O)[nH]2)cc1OC	1	1	-2.1	6.1	-6.2	-2.0	0.9	1.6	8.7	1.6
